D3 antag: blocks the human D3 dopamine receptor; P35462; D3R cells, DiscoveRx beta-arrestin luminescence, antagonist mode; hits give low values; max response, negative = inhibition, %; actives 2.5% (n = 360,000); in the data active = max response below about -50%; inconclusive = no clear call, values can overlap the other calls; note: % is set by controls: 0 for no effect and ±100 for the full control effect; mostly tested at two doses, the higher about 12 µM
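Cells plated overnight at 1500 cells/well, then exposed to library compounds with dopamine controls for 90 minutes at 37 degrees C. DiscoveRx reagent added for 30–60 minutes at room temperature; luminescence read, quantitative HTS format.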
PLK1 PBD inh: blocks phosphopeptide binding to human PLK1 polo-box domain; P53350; Potency, µM, for inactives: max response, negative = inhibition, hits mostly inhibitors; actives 2.8% (n = 360,000); Plk1 PBD binding of FITC phosphopeptide, fluorescence polarization; note: potency is the fitted concentration of half-maximal effect; series mostly up to about 57 µM; % is set by controls: 0 for no effect and ±100 for the full control effect; nearly all actives have a fitted effect of over 65% in size
GLP1R cytotox: cytotoxicity in counter-screen for GLP-1R inverse agonists; HEK293 cAMP-luciferase reporter cells, luminescence, 24 h; Potency, µM (doses to about 38.3 µM), for inactives: at the highest dose activity change, negative = inhibition, most hits filed as inhibitors; actives 0.13% (n = 410,000); AID 624418;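 note: loss of luciferase light is scored as toxicity; potency is the fitted concentration of half-maximal effect; % is set by controls: 0 for no effect and ±100 for the full control effect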
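Compound-treated cells are incubated 24 hr at 37 deg C under 5% CO2 after a 12 hour attachment period, then luciferase detection reagent is added and luminescence is measured following 12 min at room temperature; lowered signal indicates toxicity.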
WRN inhibitor: inhibitors of human WRN helicase; Q14191; WRN helicase unwinding, fluorescent forked duplex, kinetic; Potency, µM (titrated, usually from 114 µM), inactives show top-dose activity change, negative = inhibition, actives largely listed as inhibitors; actives 0.46% (n = 360,000); AID 651768; note: potency is the fitted concentration of half-maximal effect; % is set by controls: 0 for no effect and ±100 for the full control effect; nearly all actives have a fitted effect of over 55% in size
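WRN at 20 nM final was preincubated with compound for 15 min at room temperature; reaction started with 100 nM forked duplex oligonucleotide carrying fluorophore and quencher plus 2 mM ATP (final). Unwinding followed kinetically by red fluorescence (ex 525/em 598 nm).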
DRD3 agonist: D3 dopamine receptor (human) agonism; P35462; D3R DiscoveRx beta-arrestin cells, luminescence, 90 min; max activation, %; actives 0.58% (n = 410,000); AID 652048; in the data active = max activation above about 30%; note: 0% is about no effect; mostly tested at two doses, the higher about 12 µM
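Agonist-mode cell screen: cells plated at 1500/well and incubated overnight at 37 °C, then exposed to library compounds for 90 min at 37 °C. Detection reagent was added for 30–60 min at room temperature, and luminescence was read.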
PI5P4K alpha inh: inhibitors of human PI5P4K alpha. P48426. PI5P4Kalpha enzyme, ADP-Glo luminescence, 60 min; hits give low values. max response, %. actives 1.2% (n = 330,000). AID 652105; active = max response of -50% or lower; inconclusive = between -30% and -50%; inactive = -30% or higher; note: value at the top dose of about 77 µM; % is set by controls: 0 for no effect and ±100 for the full control effect
Target sequence (P48426 whole entry, looked up): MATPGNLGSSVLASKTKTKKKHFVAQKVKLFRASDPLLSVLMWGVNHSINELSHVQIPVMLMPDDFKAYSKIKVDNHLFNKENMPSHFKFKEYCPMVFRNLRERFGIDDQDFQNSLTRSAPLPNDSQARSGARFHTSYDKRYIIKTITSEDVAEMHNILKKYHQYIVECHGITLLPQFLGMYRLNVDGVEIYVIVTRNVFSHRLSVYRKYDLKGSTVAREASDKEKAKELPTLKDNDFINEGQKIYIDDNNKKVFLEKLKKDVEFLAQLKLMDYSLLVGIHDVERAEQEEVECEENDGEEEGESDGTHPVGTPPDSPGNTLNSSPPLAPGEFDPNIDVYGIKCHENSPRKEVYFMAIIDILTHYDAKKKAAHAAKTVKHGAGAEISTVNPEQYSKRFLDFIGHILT
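Single end-point luminescence (ADP-Glo) quantified ADP from PI5P4Kalpha turnover; ATP 5 microM final, 1 h at RT, 0.1% CHAPS and 0.28 mM EGTA in HEPES pH 7.4.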
GLP1R inv ag: acts as inverse agonist at human GLP-1 receptor | actives 1.6% (n = 410,000) | P43220 | Potency, µM (highest dose often 38.3 µM), inactives show at the top dose activity change, negative = inhibition, usual class: inhibitors | HEK293 GLP-1R CRE-luciferase, luminescence, 24 h; GLP-1R form is constitutively active; note: potency is the fitted concentration of half-maximal effect; % is set by controls: 0 for no effect and ±100 for the full control effect; nearly all actives have a fitted effect of over 55% in size
Target sequence (P43220 whole entry, looked up): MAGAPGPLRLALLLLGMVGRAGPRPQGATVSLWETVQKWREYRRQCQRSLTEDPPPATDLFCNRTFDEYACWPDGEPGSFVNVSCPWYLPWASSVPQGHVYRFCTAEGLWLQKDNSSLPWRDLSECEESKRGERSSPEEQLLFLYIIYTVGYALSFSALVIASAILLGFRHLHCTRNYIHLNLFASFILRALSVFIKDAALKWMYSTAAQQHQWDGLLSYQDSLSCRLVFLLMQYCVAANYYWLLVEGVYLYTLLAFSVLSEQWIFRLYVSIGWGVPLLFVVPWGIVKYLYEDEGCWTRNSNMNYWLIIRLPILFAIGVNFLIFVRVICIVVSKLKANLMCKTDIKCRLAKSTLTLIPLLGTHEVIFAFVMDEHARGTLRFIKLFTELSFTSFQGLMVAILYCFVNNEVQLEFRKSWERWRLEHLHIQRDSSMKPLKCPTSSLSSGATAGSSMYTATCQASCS
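Inverse agonists were sought by their lowering of basal cAMP reporter luciferase output in HEK293 cells stably carrying constitutively active human GLP-1R, after 24 h compound treatment.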
IL-2 act: IL-2 activation. IL-2 activation reporter assay, cell-based qHTS; stimulated with anti-CD3/CD4/CD28 beads; in transgenic mouse T cells. activation, % (series mostly up to about 46 µM). actives 0.065% (n = 360,000); in the data active = activation above about 50%; inconclusive = mostly about 30% to 49%; note: 0% is about no effect
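Unstimulated transgenic mouse T cells, 750 per well, received compound and, after 60 minutes, anti-CD3/anti-CD4 bead plus anti-CD28 stimulation. EGFP and DsRed were quantified after 18 hours.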
GLP1R ag: agonists of human GLP-1 receptor; HEK293 GLP-1R CRE-luciferase, luminescence, 4-6 h; cells express a hypersensitive GLP-1R form; Potency, µM (doses to about 45.6 µM), without a hit: at the highest dose activation, most hits filed as activators; actives 0.007% (n = 380,000); AID 624172; note: potency is the fitted concentration of half-maximal effect; % of control where 0% means no effect
The depositor's hits bear a star; u = inconclusive; x = no result given; & = joins results of further samples; [ ] = remark or other dose. Unless noted, calls come from the whole dose curve; as a rule, active = well fitted curve in the direction sought with a large enough effect; inconclusive = small, poorly fitted or top-dose-only effect, or another doubt; inactive = no such curve, though single readings can be large; an effect the other way counts as inactive or inconclusive.

1) O=C(CNC(=O)c1ccco1)NC1CCCCCC1
2) Cc1ccc(S(=O)(=O)c2cc3c(=O)n4cccc(C)c4nc3n(CCc3ccccc3)c2=N)cc1C
3) CC1=CC(C)(C)NC(=S)N1c1cc(C)cc(C)c1
4) Cc1ccc(-c2c[n+](CC(=O)Nc3ccccc3C)c3n2CCC3)cc1
5) CCSc1nnc(NC(=O)/C=C/c2ccco2)s1
6) CC1CCCC(C)N1C(=O)CSc1nnnn1C1CCCC1 (stereo not drawn)
7) COc1ccc(C(=O)CN2CCN(S(=O)(=O)c3cccc([N+](=O)[O-])c3)CC2)cc1
8) O=C(NCc1ccccc1F)C(c1ccccc1)c1ccccc1
assay / entry	1	2	3	4	5	6	7	8
D3 antag	-5	0	3	-63*	9	1	8	2
PLK1 PBD inh	-14%	-1%	9%	-6%	-7%	-9%	1%	3%
GLP1R cytotox	0%	4%	u	-13%	5%	13%	-3%	5%
WRN inhibitor	5%	-8%	-15%	-19%	3%[11.6 µM]	2%	-13%[57.1 µM]	7%
DRD3 agonist	-3	-2	7	-34	-1	1	-5	-2
PI5P4K alpha inh	0	1	4	22	-6	5	1	5
GLP1R inv ag	29%	17%	u	-23%	13%	u	3%	u
IL-2 act	1.4	1.1	-1.7	0.2	2.0	-0.5	-2.2	-3.3
GLP1R ag	5%	4%	3%	7%	-6%	24%	2%	-1%

9) Cc1cc(=O)n2nc(N3CCC(C(=O)NCc4ccccc4Cl)CC3)sc2n1
10) Cc1ccccc1CN1C[C@@H]2C[C@@H](c3cn[nH]c3-c3ccccc3)N3CCC[C@@]23C1=O
11) O=[N+]([O-])c1cccc(-c2ccc3nnc(SCc4cccnc4)n3n2)c1
12) CCCN(C(=O)COC(=O)CNS(=O)(=O)c1ccc(NC(C)=O)cc1)C1CCS(=O)(=O)C1 (stereo not drawn)
13) Cc1occc1C(=O)NNC(=O)CN1C(=O)NC(C)(c2ccccc2)C1=O (stereo not drawn)
14) O=C(NCCCN1CCOCC1)c1ccc(S(=O)(=O)Nc2ccccc2)cc1
15) Cc1cccc(CN2CCN(C(=O)CCc3nnc(C4CCCCC4)o3)CC2)c1
16) Cc1nn(-c2ccccc2)c(N2CCCC2)c1/C=N/NC(=S)Nc1ccccc1F
assay / entry	9	10	11	12	13	14	15	16
D3 antag	0	-4	9	5	-17	-6	-4	6
PLK1 PBD inh	-5%	-2%	-28%	-9%	-20%	-6%	1%	4%
GLP1R cytotox	1%&6%	-22%	5%	0%	8%	11%	2%	-18%
WRN inhibitor	-6%	3%[57.1 µM]	3%	5%	4%	3%	5%	-6%
DRD3 agonist	4&6	-1	1	3	-10	-8	-1	2
PI5P4K alpha inh	6	6	1	-6	-1	4	5	25
GLP1R inv ag	0%&13%	u	24%	12%	4%	u	-26%	u
IL-2 act	-2.4	-0.8	-0.6	1.0	0.4	0.8	-2.8	0.0
GLP1R ag	-1%	8%	-4%	2%	-19%	0%	-2%	1%

17) O=C(c1nnsc1S(=O)c1ccc(Cl)cc1)N1CCOCC1 (stereo not drawn)
18) Cc1ccc(F)cc1NC(=O)N1CCN(c2ccnc3cc(Cl)ccc23)CC1
19) CC1CC(C)CN(C(=O)CNC(=O)c2ccc3ccccc3c2)C1 (stereo not drawn)
20) N#CCNC(=O)c1cccn1-c1ncc(C(F)(F)F)cc1Cl
21) CCOc1ccc(/C(O)=C2/C(=O)C(=O)N(CCN(C)C)C2c2ccccc2)cc1Cl (stereo not drawn)
22) Cc1cc(N2CCOCC2)ccc1/C=C1\NC(=O)N(CC(=O)Nc2ccccc2C)C1=O
23) COc1ccc(/C=C(\NC(=O)c2cccs2)C(=O)Nc2ccccc2C)cc1OC
24) Cc1onc(-c2ccccc2)c1C(=O)Nc1ncc([N+](=O)[O-])s1
assay / entry	17	18	19	20	21	22	23	24
D3 antag	-51*	-7	6	7	-18	8	-13	8
PLK1 PBD inh	1.1µM*	-9%	5%	-5%	-4%	-4%	3%	u
GLP1R cytotox	u	-16%	0%	-1%	-10%	7%	7%[1.53 µM]	u
WRN inhibitor	25µM*	0%	9%	-2%	8%	-24%	-25%[57.1 µM]	-4%[57.1 µM]
DRD3 agonist	-13	2	0	0	-8	-6	2	12
PI5P4K alpha inh	u	2	1	5	2	2	-5	-23
GLP1R inv ag	u	u	u	19%	18%	75%[activator]	1%	u
IL-2 act	-0.8	-0.9	-2.0	-4.1	-2.1	0.3	0.4	-1.1
GLP1R ag	-4%	9%	1%	2%	5%	10%	2%	-4%

25) CC(=O)N[C@H]1[C@H]([C@H](O)[C@H](O)CO)OC(C(=O)O)=C[C@@H]1O
26) COc1ccc(C2=NOC(C)(c3nnc(-c4ccncc4)o3)C2)cc1 (stereo not drawn)
27) COc1ccc(N2CC(NC(=O)C(c3ccccc3)c3ccccc3)CC2=O)cc1OC (stereo not drawn)
28) O=C(OCc1ccc(F)cc1)c1ccc2c(c1)-c1ccccc1C2=O
29) C/C(=N/Nc1nc(C)cc(-c2ccccc2)n1)c1ccco1
30) Cc1ccc2cc(CN(CCCN3CCOCC3)C(=O)NC3CCCCC3)c(=O)[nH]c2c1C
31) Cc1ccccc1C(=O)Nc1cc(S(=O)(=O)N2CCCCC2)ccc1N1CCN(C)CC1
32) COc1ccc(CCNC(=O)C2c3ccccc3C(=O)N2CCC(C)C)cc1OC (stereo not drawn)
assay / entry	25	26	27	28	29	30	31	32
D3 antag	5	0	x	-11	-13	u	-5	-1
PLK1 PBD inh	-10%	-5%	x	-3%	-4%	-8%	6µM*	-5%
GLP1R cytotox	7%	-5%	-3%	-2%	u	-12%	0%	-7%
WRN inhibitor	4%	1%	x	6%	-20%	-3%	-12%	7%
DRD3 agonist	-13	23	2	3	-9	-37	-3	1
PI5P4K alpha inh	2	5	x	1	2	x	4	7
GLP1R inv ag	2%	21%	-11%	19%	u	u	-66%	-1%
IL-2 act	-0.1	-0.4	x	1.7	-1.7	-1.0	-1.8	-3.5
GLP1R ag	-1%	7%	-3%	-10%	4%	12%	11%	1%

Part of the list above in order of molar mass, falling.
31) Cc1ccccc1C(=O)Nc1cc(S(=O)(=O)N2CCCCC2)ccc1N1CCN(C)CC1
30) Cc1ccc2cc(CN(CCCN3CCOCC3)C(=O)NC3CCCCC3)c(=O)[nH]c2c1C
27) COc1ccc(N2CC(NC(=O)C(c3ccccc3)c3ccccc3)CC2=O)cc1OC (stereo not drawn)
29) C/C(=N/Nc1nc(C)cc(-c2ccccc2)n1)c1ccco1
assay / entry	31	30	27	29
D3 antag	-5	u	x	-13
PLK1 PBD inh	6µM*	-8%	x	-4%
GLP1R cytotox	0%	-12%	-3%	u
WRN inhibitor	-12%	-3%	x	-20%
DRD3 agonist	-3	-37	2	-9
PI5P4K alpha inh	4	x	x	2
GLP1R inv ag	-66%	u	-11%	u
IL-2 act	-1.8	-1.0	x	-1.7
GLP1R ag	11%	12%	-3%	4%

(further entries)
33) COc1ccc(-c2noc(CCC(=O)Nc3ccc(C(F)(F)F)cc3)n2)cc1
34) CCN(C[C@H]1N[C@@](CC)(C(=O)OC)[C@H]2C(=O)N(Cc3ccccc3)C(=O)[C@@H]12)S(=O)(=O)c1ccc(C(F)(F)F)cc1
35) CC(NC(=O)Cn1cc(C(F)(F)F)ccc1=O)c1ccc(F)cc1 (stereo not drawn)
36) CSc1nsc(SCC(=O)Nc2cc(C(=O)O)ccc2C)n1
37) COc1ccc(N(CC(=O)NCCSC(C)(C)C)S(C)(=O)=O)c(OC)c1
38) Cc1ccc(/C=N/NC(=O)CNC(=O)COc2ccccc2)cc1
39) CCOc1cccc(CNc2nnnn2C)c1
40) CCOc1ccc(Br)cc1S(=O)(=O)NC1CCCC1
assay / entry	33	34	35	36	37	38	39	40
D3 antag	x	26	6	2	6	10	4	4
PLK1 PBD inh	x	-10%	-6%	-28%	-11%	-6%	-8%	-1%
GLP1R cytotox	-7%	19%	-5%	0%	6%	-11%	0%	-18%
WRN inhibitor	x	-9%	-6%	8%	0%	-2%	-24%	-25%
DRD3 agonist	7	11	-3	0	2	5	-3	1
PI5P4K alpha inh	x	6	-7	-1	x	-5	-4	-1
GLP1R inv ag	u	u	16%	1%	1%	10%	6%	u
IL-2 act	x	0.2	-2.5	-5.8	-1.3	0.3	-0.1	-0.6
GLP1R ag	-1%	3%	4%	-2%	1%	-5%	-1%	30%

41) COc1ccc(N2CCN(C(=O)c3cccs3)CC2)cc1
42) COC(=O)c1cc2oc(C)cc2n1CC(=O)Nc1cc(C)cc(C)c1
43) Cc1cc2cc(CNC(=S)Nc3ccc(OC(F)F)cc3)ccc2n1C
44) CS(=O)(=O)c1ccc2nc(NC(=O)c3cc4ccccc4o3)sc2c1
45) CC(=O)c1ccc(N2CCN(C(=O)c3ccc(-c4ccccc4)cc3)CC2)cc1
46) COc1cc(/C=C(/C#N)C(=O)Nc2ccc(C)cc2)ccc1Oc1nc(Cl)ncc1F
47) CCOc1ncccc1C(=O)OCC(=O)N1c2ccccc2CC1C (stereo not drawn)
48) O=C(NNC(=S)Nc1ccccc1)c1ccncc1
49) COc1cccc(C2=CC(=O)CC(C)(C)C2)c1
50) O=C(N/N=C/c1cn(-c2ccccc2)nc1-c1cccnc1)c1cccnc1
51) Cc1ccc(C(=O)Nc2ccc(C(=O)N3CCCCC3)cc2)o1
assay / entry	41	42	43	44	45	46	47	48	49	50	51
D3 antag	-4	0	6	14	-9	-6	9	u	-1	36	u
PLK1 PBD inh	0%	-7%	-10%	-14%	6%	-11%	-4%	-12%	u	2%	-18%
GLP1R cytotox	9%	5%	-4%	3%	-16%	-3%	-4%	7%	15%	-16%	0%
WRN inhibitor	1%	-5%	-7%	-2%	-17%	-5%	7%	-23%	-5%	-3%	1%
DRD3 agonist	3	-20	-1	-3	13	-1	2	-4	3	4	-7
PI5P4K alpha inh	-5	x	6	-28	1	-6	1	-6	8	4	-18
GLP1R inv ag	24%	37%[activator]	u	2%	-6%	1%	-20%	0%	17%	28%	4%
IL-2 act	0.1	-2.4	0.8	-3.0	1.5	1.7	0.0	-3.1	2.1	0.2	-4.4
GLP1R ag	4%	-3%	3%	-4%	7%	3%	15%	4%	0%	7%	-3%

Screening data (PubChem BioAssay)

Compounds were not picked by outcome; overall some 7.8% were active at least once.
